MPTP block – blocks calcium-induced mitochondrial swelling; isolated mouse mitochondria, Ca2+ swelling absorbance, 30 min; inhibition, % at 10 µM; hit rate 1.4% among 360,000;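 active means inhibition of 50% or more, scaled per plate between neutral and stimulator controls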;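 further: 0% = DMSO wells given calcium and 100% = 1 mM EGTA wells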
SENP8 inh – inhibitors of human SENP8 protease | Q96LD8 | recombinant SENP8, Nedd8 substrate fluorescence | AID 602440 | hit rate 0.64% among 360,000 | inhibition, % at 20 µM; in the data active means inhibition mostly above about 40%, no sharp cut-off; inactive means mostly below about 27%
Target sequence (Q96LD8 whole entry, looked up): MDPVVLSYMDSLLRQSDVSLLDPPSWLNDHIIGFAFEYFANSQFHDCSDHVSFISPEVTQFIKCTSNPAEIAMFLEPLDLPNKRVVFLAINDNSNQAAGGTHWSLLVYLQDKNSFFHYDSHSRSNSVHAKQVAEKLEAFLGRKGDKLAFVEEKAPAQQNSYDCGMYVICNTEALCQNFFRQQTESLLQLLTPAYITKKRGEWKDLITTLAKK
* = called active by the depositor. These rows are one share of the data, so the mix of outcomes need not match the whole.

The opening 14 compounds, ahead of the listing:
Results for O=C(CC[C@H]1O[C@@H](n2ccc(=O)[nH]c2=O)[C@H](O)[C@@H]1O)NCCc1c[nH]c2ccccc12 ?
MPTP block: -0.2; SENP8 inh: 21

Results for COc1ccc(N2C(=O)c3ccccc3NC(=O)C2C(=O)NCC(C)C)cc1 (configuration not stated) ?
MPTP block: 0.4; SENP8 inh: 14

How did COc1ccc(NC(=O)c2cccc3c(-c4cccnc4)coc23)cc1 do in these assays?
MPTP block: -0.1; SENP8 inh: 7

What do the screens show for `CCc1nc2ccc(C(=O)N3CCCC(C(N)=O)C3)cn2c1N(C=O)CC` (configuration not stated)?
MPTP block: -0.3; SENP8 inh: -1

How did O=C(NCc1ccccc1)C(c1ccncc1)n1c(=O)c(-c2ccco2)nc2ccccc21 (configuration not stated) do in these assays?
MPTP block: 0.7; SENP8 inh: -418

How did CN(N=Nc1nc[nH]c1C(N)=O)C1CCCCC1 do in these assays?
MPTP block: -1.3; SENP8 inh: 15

Results for Cc1ccc(-c2nc3c4ccccc4ccn3c2CC2CCCCC2)cc1 ?
MPTP block: 0.7; SENP8 inh: -234

Results for CC1(C(=O)NS(=O)(=O)c2ccccc2)CCN1C(=O)CCc1ccc(Cl)cc1Cl (configuration not stated) ?
MPTP block: -1.7; SENP8 inh: 16

What do the screens show for `CC1(C(=O)NS(=O)(=O)C2CC2)CCCN(C(=O)c2cccc(Cl)c2)C1` (configuration not stated)?
MPTP block: -0.1; SENP8 inh: 16

Results for CN1CCN(C2CN(Cc3cn(Cc4ccccc4C(F)(F)F)nn3)S(=O)(=O)C2)CC1 (configuration not stated) ?
MPTP block: 0.3; SENP8 inh: 9

How did CCOC(=O)N1CCN(C(=O)C[C@@H]2C[C@@]3(C(=O)OCC)CCCC=C3N(Cc3ccc(Cl)cc3Cl)C2=O)CC1 do in these assays?
MPTP block: 1.4; SENP8 inh: 15

How did CC1=CC(=NOS(=O)(=O)c2ccc(C)cc2)CC(C)(C)C1 do in these assays?
MPTP block: -1.6; SENP8 inh: 11

Results for O=C(COc1ccc(CNC[C@H]2O[C@@H](n3ccc(=O)[nH]c3=O)[C@H](O)[C@@H]2O)cc1)Nc1nccs1 ?
MPTP block: 0.1; SENP8 inh: 19

How did Cc1nccn1-c1ccc(NC(=O)[C@H]2O[C@@H](n3ccc(N)nc3=O)[C@H](O)[C@@H]2O)cc1 do in these assays?
MPTP block: 0.4; SENP8 inh: 7

This part in full, previewed entries included:
Results for O=C(CC[C@H]1O[C@@H](n2ccc(=O)[nH]c2=O)[C@H](O)[C@@H]1O)NCCc1c[nH]c2ccccc12 ?
MPTP block: -0.2; SENP8 inh: 21

Results for COc1ccc(N2C(=O)c3ccccc3NC(=O)C2C(=O)NCC(C)C)cc1 (configuration not stated) ?
MPTP block: 0.4; SENP8 inh: 14

How did COc1ccc(NC(=O)c2cccc3c(-c4cccnc4)coc23)cc1 do in these assays?
MPTP block: -0.1; SENP8 inh: 7

What do the screens show for `CCc1nc2ccc(C(=O)N3CCCC(C(N)=O)C3)cn2c1N(C=O)CC` (configuration not stated)?
MPTP block: -0.3; SENP8 inh: -1

How did O=C(NCc1ccccc1)C(c1ccncc1)n1c(=O)c(-c2ccco2)nc2ccccc21 (configuration not stated) do in these assays?
MPTP block: 0.7; SENP8 inh: -418

How did CN(N=Nc1nc[nH]c1C(N)=O)C1CCCCC1 do in these assays?
MPTP block: -1.3; SENP8 inh: 15

Results for Cc1ccc(-c2nc3c4ccccc4ccn3c2CC2CCCCC2)cc1 ?
MPTP block: 0.7; SENP8 inh: -234

Results for CC1(C(=O)NS(=O)(=O)c2ccccc2)CCN1C(=O)CCc1ccc(Cl)cc1Cl (configuration not stated) ?
MPTP block: -1.7; SENP8 inh: 16

What do the screens show for `CC1(C(=O)NS(=O)(=O)C2CC2)CCCN(C(=O)c2cccc(Cl)c2)C1` (configuration not stated)?
MPTP block: -0.1; SENP8 inh: 16

Results for CN1CCN(C2CN(Cc3cn(Cc4ccccc4C(F)(F)F)nn3)S(=O)(=O)C2)CC1 (configuration not stated) ?
MPTP block: 0.3; SENP8 inh: 9

How did CCOC(=O)N1CCN(C(=O)C[C@@H]2C[C@@]3(C(=O)OCC)CCCC=C3N(Cc3ccc(Cl)cc3Cl)C2=O)CC1 do in these assays?
MPTP block: 1.4; SENP8 inh: 15

How did CC1=CC(=NOS(=O)(=O)c2ccc(C)cc2)CC(C)(C)C1 do in these assays?
MPTP block: -1.6; SENP8 inh: 11

Results for O=C(COc1ccc(CNC[C@H]2O[C@@H](n3ccc(=O)[nH]c3=O)[C@H](O)[C@@H]2O)cc1)Nc1nccs1 ?
MPTP block: 0.1; SENP8 inh: 19

How did Cc1nccn1-c1ccc(NC(=O)[C@H]2O[C@@H](n3ccc(N)nc3=O)[C@H](O)[C@@H]2O)cc1 do in these assays?
MPTP block: 0.4; SENP8 inh: 7

What do the screens show for `O=C(NCc1cccs1)c1csc([C@@H]2C[C@H](O)[C@@H](CO)O2)n1`?
MPTP block: -0.8; SENP8 inh: 20

What do the screens show for `COc1ccc(C(C)(NC(C)=O)c2nc(-c3cccc4cccnc34)cs2)cc1` (configuration not stated)?
MPTP block: -0.7; SENP8 inh: -224

What do the screens show for `COc1cccc(-c2cc(NC=O)c3ncc(-c4ccc(C(C)=O)cc4)n3c2)c1`?
MPTP block: -0.2; SENP8 inh: -487

How did COc1ccc(CNc2cccnc2Cl)cc1 do in these assays?
MPTP block: 0.8; SENP8 inh: 21

Results for COc1ccccc1-c1cc2nc(NCCc3ccncc3)ccn2n1 ?
MPTP block: -0.4; SENP8 inh: inactive

Results for CCOC(=O)[C@]12CCCC=C1N(Cc1ccco1)C(=O)[C@H](CC(=O)NCCCOC)C2 ?
MPTP block: 1.2; SENP8 inh: 2

How did COCCNc1nc(Oc2ccc(Cl)c(Cl)c2)c2sccc2n1 do in these assays?
MPTP block: 0.0; SENP8 inh: -221

How did Cc1ccc(S(=O)(=O)NC(=O)C2(C)CCN2C(=O)Cc2cccs2)nc1 (configuration not stated) do in these assays?
MPTP block: -1.3; SENP8 inh: -1

What do the screens show for `COc1ccc(N2CCN(C(=O)C(=O)c3cc(OC)c(OC)c(OC)c3)CC2)cc1`?
MPTP block: 0.6; SENP8 inh: 13

Results for N#Cc1ccc(C(C(=O)NCc2ccccc2)n2c(=O)c(-c3ccco3)nc3ccccc32)cc1 (configuration not stated) ?
MPTP block: 0.8; SENP8 inh: -432

Results for CC(=O)NC(C)(c1ccccc1)c1nc(-c2ccncc2)cs1 (configuration not stated) ?
MPTP block: 0.1; SENP8 inh: 5

How did CC1(C(=O)NCc2ccccc2)CSCC(=O)N1Cc1cccc(C(F)(F)F)c1 (configuration not stated) do in these assays?
MPTP block: 0.3; SENP8 inh: 9

How did COc1ccc(-c2cc3c(c4c2ccn4C)C2CCC3C2)cc1 (configuration not stated) do in these assays?
MPTP block: 1.7; SENP8 inh: -264

How did CCc1nc2c(OCc3ccc(Cl)cc3Cl)cccn2c1N(C)C(=O)C1CC1 do in these assays?
MPTP block: -0.4; SENP8 inh: 14

How did c1ccc(N2CCN(c3nccn4ccnc34)CC2)nc1 do in these assays?
MPTP block: -0.1; SENP8 inh: 14

What do the screens show for `COc1cccc(NC(=O)Nc2nnc(COCCO)s2)c1`?
MPTP block: -0.3; SENP8 inh: 3

Results for Cc1ccc(Cn2c(C)c(C(=O)NCC(C)C)sc2=O)cc1 ?
MPTP block: -0.4; SENP8 inh: 2

Results for CCCCn1nnnc1C(c1cc2ccccc2o1)N1CCN(c2cc(C)nc3ccccc23)CC1 (configuration not stated) ?
MPTP block: -0.5; SENP8 inh: -47

What do the screens show for `COc1ccc(-c2cnc3c(NC=O)cc(-c4ccccc4)cn23)cc1OC`?
MPTP block: -0.6; SENP8 inh: -293

What do the screens show for `CCNC(=O)C1(C)CCCN1C(=O)c1cc(OC)c(OC)c(OC)c1` (configuration not stated)?
MPTP block: 0.3; SENP8 inh: 4

What do the screens show for `CC(=O)c1cccc(-c2cnc3c(NC=O)cc(-c4ccccc4)cn23)c1`?
MPTP block: 1.3; SENP8 inh: -39

What do the screens show for `CC(=NOC(=O)C1CCCCC1)c1nccs1`?
MPTP block: 0.3; SENP8 inh: 9

What do the screens show for `O=c1c2cc3ccccc3nc2ncn1CCc1ccc(Cl)cc1`?
MPTP block: -1.4; SENP8 inh: -201

What do the screens show for `Cc1ccc(S(=O)(=O)Nc2ccc(Nc3nccn4c(-c5ccc6ccccc6c5)cnc34)cc2)cc1`?
MPTP block: 0.2; SENP8 inh: -203

What do the screens show for `O=C(NCC1CCCCC1)c1ccc2nc([C@@H]3O[C@H](CO)[C@@H](O)[C@H]3O)[nH]c2c1`?
MPTP block: 0.7; SENP8 inh: 4

How did O=C(Nc1ccccc1)C1Cc2c(-c3ccco3)ccnc2O1 (configuration not stated) do in these assays?
MPTP block: 0.2; SENP8 inh: 15

How did CN(Cc1ccccc1)C(=O)c1ccc2sc([C@H]3C[C@H](O)[C@@H](CO)O3)nc2c1 do in these assays?
MPTP block: 2.7; SENP8 inh: 12

How did CCc1nc2c(OCCOc3ccccc3)cccn2c1N(C=O)Cc1ccc(OC)cc1 do in these assays?
MPTP block: -1.5; SENP8 inh: -8

How did C(=C\c1ccccc1)/CN1CCN(C(c2ccccc2)c2nnnn2-c2ccc3c(c2)OCCO3)CC1 (configuration not stated) do in these assays?
MPTP block: 1.8; SENP8 inh: 11

How did CN(CCc1ccccc1)C(C(=O)Nc1ccc2c(c1)OCCO2)c1ccnc2ccccc12 (configuration not stated) do in these assays?
MPTP block: -1.1; SENP8 inh: 16

What do the screens show for `OC[C@@H]1CN(Cc2ccc(F)cc2)C[C@H](n2cnc3c(NCc4ccc(F)cc4)ncnc32)O1`?
MPTP block: 0.5; SENP8 inh: 0

What do the screens show for `CC(C)(C)NC(=O)C(c1ccccc1F)n1c(=O)c(-c2cc3ccccc3[nH]2)nc2ccccc21` (configuration not stated)?
MPTP block: 1.6; SENP8 inh: -388

Results for CCCCCCC=C1CCC(CN2CCCC2)C1=O (configuration not stated) ?
MPTP block: -8.0; SENP8 inh: 20

How did Cn1c(=O)cc(OCCCC(=O)Nc2cccc(Cl)c2)c2ccccc21 do in these assays?
MPTP block: -0.4; SENP8 inh: 1

How did Cc1cc2nc(-c3cccc(Br)c3)c(Cc3cccc(Cl)c3)n2c(C)c1Br do in these assays?
MPTP block: 0.7; SENP8 inh: -5

What do the screens show for `CSc1ccc(CN2CCC2(C)C(=O)NC2CCN(Cc3ccccc3)CC2)cc1` (configuration not stated)?
MPTP block: 1.4; SENP8 inh: 12

How did Cc1ccc(S(=O)(=O)NC(=O)C2(C)CCN2C(=O)c2ccccc2)cc1 (configuration not stated) do in these assays?
MPTP block: -0.3; SENP8 inh: 26

What do the screens show for `CC(C)[C@@H](NC(=O)OC(C)(C)C)c1cc(C(=O)c2c(-c3ccccc3)[nH]c3ccccc23)c(N)s1`?
MPTP block: -1.9; SENP8 inh: -228

Results for CS(=O)(=O)c1ccc(-c2cnc3c(NC=O)cc(-c4ccsc4)cn23)cc1 ?
MPTP block: -0.6; SENP8 inh: inactive

What do the screens show for `CN1CCN(c2cc(-c3cccc(C(=O)O)c3)nc3ccnn23)CC1`?
MPTP block: -1.4; SENP8 inh: inactive

What do the screens show for `CCCCNC(=O)C1(C)CCN1C(=O)c1cccc(OC(C)=O)c1C` (configuration not stated)?
MPTP block: -1.0; SENP8 inh: 5

What do the screens show for `CC(C)(C)NC(=O)C1(C)CCC(=O)N1C1CC1` (configuration not stated)?
MPTP block: 0.9; SENP8 inh: 12

How did Cc1nc2cc(Oc3nc(NCCN(C)C)nc4ccsc34)ccc2s1 do in these assays?
MPTP block: -0.4; SENP8 inh: 12

How did CC1=C(C(=O)N2CCOCC2)CC(CC(=O)NC(c2ccccc2)c2ccccc2)C(=O)N1CCC1=CCCCC1 (configuration not stated) do in these assays?
MPTP block: -1.2; SENP8 inh: 14

Results for Cc1ccc(C)c(C(O)c2ncc(-c3ccc(F)cc3)[nH]2)c1 (configuration not stated) ?
MPTP block: -0.4; SENP8 inh: 17

Results for CN1c2ccccc2SC2C(c3ccccc3)=NOC21 (configuration not stated) ?
MPTP block: -1.8; SENP8 inh: 14

What do the screens show for `CC(=O)N[C@@H]1C=C[C@@H](CC(=O)NCc2ccc(Cl)cc2)O[C@@H]1CO`?
MPTP block: 0.8; SENP8 inh: 24

What do the screens show for `COC(=O)[C@@]1(Sc2ccc(OC)cc2)CC(=O)N[C@@H]1c1ccccc1`?
MPTP block: -0.4; SENP8 inh: 10

How did O=C(NC1CCCC1)C1C(c2ccc(C(F)(F)F)cc2)=Nc2ccccc2N1C(=O)c1ccccc1 (configuration not stated) do in these assays?
MPTP block: 2.4; SENP8 inh: -30

How did Cc1cc2nc(C3CCCCC3)c(Cc3ccccc3)n2c(C)c1Br do in these assays?
MPTP block: 1.9; SENP8 inh: 7

How did O=C1Nc2ccccc2N=C(c2ccc3c(c2)OCO3)C1N(C(=O)c1ccc2ccccc2c1)C1CC1 (configuration not stated) do in these assays?
MPTP block: -0.3; SENP8 inh: -108

What do the screens show for `Cc1nc(C(F)(F)F)ccc1C(=O)N1CCC1(C)C(=O)NS(=O)(=O)c1ccc2c(c1)CCO2` (configuration not stated)?
MPTP block: 0.5; SENP8 inh: 16

Results for O=C(Nc1ccc(Oc2ccccc2)cc1)c1csc([C@@H]2O[C@H](CO)[C@H](O)[C@H](O)[C@H]2O)n1 ?
MPTP block: 1.6; SENP8 inh: 15

What do the screens show for `O=C(NCc1ccc(Cl)c(Cl)c1)c1cc(C2CCCCN2C(=O)C2CCCCC2)on1` (configuration not stated)?
MPTP block: -0.2; SENP8 inh: 16

How did COc1ccc(-c2nc3cc(C)c(Br)c(C)n3c2Cc2ccccc2)cc1OC do in these assays?
MPTP block: -0.6; SENP8 inh: 4

What do the screens show for `CCOC(=O)C1=CCN(S(=O)(=O)c2ccccc2F)C1c1cccc(Cl)c1` (configuration not stated)?
MPTP block: -2.2; SENP8 inh: 7

Results for Nc1nc2c(ncn2[C@@H]2O[C@H](CNCc3cnc(N4CCOCC4)nc3)[C@@H](O)[C@H]2O)c(=O)[nH]1 ?
MPTP block: -0.5; SENP8 inh: -2

What do the screens show for `CCOC(=O)[C@]12CCCC=C1N(Cc1ccco1)C(=O)[C@H](CC(=O)N1CCCC1)C2`?
MPTP block: -0.2; SENP8 inh: 17

Assay outcomes from PubChem BioAssay.
